Wnt bcat act = activates Wnt/beta-catenin signaling in a reporter cell assay. 300,000 tested, 1.2% active. activation, % at 9.35 µM. AID 743398. activator, plate reader; in the data active = activation above about 30%, passing the limit was not always enough; inconclusive = no clear call, values can overlap the other calls;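 note: 0% = neutral control wells and 100% = positive control wells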
CAL PDZ FP-1 = inhibitors of human CAL PDZ peptide binding. Q9HD26. purified CAL PDZ, TMR-peptide fluorescence polarization, 1 h. inhibition, % at 20 µM. 330,000 tested, 0.02% active. AID 504414;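 active = highest replicate inhibition of at least 40%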;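 note: plate controls were DMSO neutral control wells for no effect and unlabeled competitor peptide control wells for full effect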
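Read-out basis: mP drop reported as inhibition | Assay system: Tagged CAL PDZ protein CerCALP, purified | Benchmarks: Unlabelled peptide for full inhibition, DMSO wells as neutral | Schedule: 1 h incubation at room temperature before polarization reading | Buffer or medium: Sodium phosphate/NaCl buffer pH 7.4 with TCEP, IgG, Thesit | Doses: Single point, 20 µM | Measured by: Fluorescence polarization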
CAL PDZ FP-2 = inhibitors of human CAL PDZ peptide binding; purified CAL PDZ, TMR-peptide fluorescence polarization, 1 h; inhibition, % at 24.9 µM; 300,000 tested, 0.92% active; AID 602252;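 active = mean inhibition of at least 30% with at least half of replicates also reaching 30%; inconclusive = no clear call, values can overlap the other calls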;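 note: 0% = DMSO neutral control and 100% = excess unlabeled competitor peptide PRC23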
MITF act = activators of MITF-driven TRPM1 promoter activity in SK-MEL-5 cells. 300,000 tested, 0.75% active. activation, % at 12.5 µM. AID 588334. SK-MEL-5 TRPM1-promoter luciferase, 24 h; % of positive control, neutral wells = 0;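 active = mean activation of at least 80% with every replicate also reaching 80%; inconclusive = mean reaches 80% but some replicate falls short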;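 note: 0% = neutral control wells and 100% = parthenolide positive control wells; values of inactives mirror those of a sister screen read the other way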
CDK5 p35 inh = CDK5/p35 (human) kinase inhibition; Q00535+Q15078; Recombinant CDK5/p35, ADP-Glo luminescence, 60 min; inhibition, % at 10 µM; 330,000 tested, 0.01% active;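 active = highest replicate inhibition of at least 50% and at least 75% of replicates reaching 50%; inconclusive = only one of the two criteria met; inactive = both criteria failed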;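 note: plate controls were DMSO neutral control for no effect and GW8510 at 10 µM for full effect; many of its hits are not listed in these tables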
Tat transport = inhibitors of E. coli Tat protein transport; 340,000 tested, 0.036% active; inhibition, % at 10 µM; E. coli MC4100 TorA-mCherry Tat export, fluorescence;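 active = mean replicate inhibition at least 50% and at least half of replicates individually reaching 50%; inconclusive = only one of the two criteria met; inactive = neither criterion met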;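 note: exported cargo escapes ClpAP degradation while cytoplasmic cargo is degraded and loses fluorescence; 0% = median of neutral control wells and 100% = median of NaSCN control wells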
RTF Ca sens act = increases calcium sensitivity of human cardiac regulated thin filaments | P19429+P45379 | IANBD-labeled TnC RTF fluorescence at EC20 calcium; 0% EC20 calcium, 100% full calcium | activation, % at 7.2 µM | 340,000 tested, 0.24% active;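 active = activation above the mean over all tested compounds plus 3 SD, cut at about 30% in these data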;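 note: rise in fluorescence read as greater calcium sensitivity of cardiac thin filaments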
dFosB act = activators of mouse delta FosB homodimer; purified delta FosB, TAMRA-CDK5 oligo fluorescence polarization; percent of positive-control signal above neutral wells; P13346; AID 493131; 340,000 tested, 0.99% active; activation, % at 25 µM;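 active = mean activation above about 17%, with every replicate also reaching it, limit read from the data, passing the limit was not always enough; inconclusive = only one of the two conditions met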;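 note: fluorescence polarization rise as delta FosB binds a TAMRA Cdk5 AP-1 oligo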
Target sequence (P13346 whole entry, looked up): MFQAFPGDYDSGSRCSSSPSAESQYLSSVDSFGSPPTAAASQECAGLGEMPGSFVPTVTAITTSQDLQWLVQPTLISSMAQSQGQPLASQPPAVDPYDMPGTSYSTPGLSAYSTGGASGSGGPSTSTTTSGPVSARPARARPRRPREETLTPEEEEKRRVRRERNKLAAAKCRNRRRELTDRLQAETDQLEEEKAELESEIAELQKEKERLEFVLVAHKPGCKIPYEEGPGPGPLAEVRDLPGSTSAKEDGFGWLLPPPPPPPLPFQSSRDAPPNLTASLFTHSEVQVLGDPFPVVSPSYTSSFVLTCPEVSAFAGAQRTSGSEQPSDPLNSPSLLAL
V-ATPase pH = alters yeast V-ATPase proton transport | S. cerevisiae, pHLuorin cytosolic pH fluorescence | response, % at 10 µM | 350,000 tested, 0.37% active | AID 504577; in the data active = response mostly above about 7.3%, no sharp cut-off; inactive = mostly below about 5.4%; note: actives read high; inactives centre near 0; some compounds called inactive have numbers as strong as hits
Rtt109 Vps75 = C. albicans Rtt109 histone acetyltransferase inhibition | 330,000 tested, 0.16% active | purified Rtt109/Vps75, ThioGlo CoA-SH fluorescence, 4 h | AID 540336 | Q5AAJ8 | inhibition, % at 34.9 µM;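 active = inhibition of at least 50% in every replicate; inconclusive = best replicate reaches 50% inhibition but some replicates fall short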
Target sequence (Q5AAJ8 whole entry, looked up): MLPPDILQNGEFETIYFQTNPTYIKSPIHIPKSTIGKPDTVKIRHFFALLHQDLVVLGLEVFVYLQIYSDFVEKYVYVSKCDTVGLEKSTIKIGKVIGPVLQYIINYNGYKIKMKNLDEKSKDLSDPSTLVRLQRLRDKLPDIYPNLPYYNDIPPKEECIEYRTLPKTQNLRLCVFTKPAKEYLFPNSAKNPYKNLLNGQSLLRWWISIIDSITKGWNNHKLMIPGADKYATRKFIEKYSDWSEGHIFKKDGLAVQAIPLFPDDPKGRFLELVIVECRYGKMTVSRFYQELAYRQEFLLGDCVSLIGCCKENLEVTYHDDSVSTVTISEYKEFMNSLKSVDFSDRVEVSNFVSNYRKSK
* marks the source's active call; other numbers are inactive results; ? = inconclusive; . = not tested or not shown; & = joins results of further samples.

Start of the data: the first 12 entries, ahead of the listing:
Wnt bcat act,Structure,CAL PDZ FP-1,CAL PDZ FP-2,MITF act,CDK5 p35 inh,Tat transport,RTF Ca sens act,dFosB act,V-ATPase pH,Rtt109 Vps75
1.9,COCCN1C=C2C(=O)C(C)(OC(=O)C3CCCC3)C(=O)C(c3ccccc3)=C2C=C1CCCC(=O)OC (stereo unspecified),0.3,-3.5,0.1,2.8,5.2,0.0,-6.3,5.4,18.4
1.8,C/C(CC(=O)NC(C)c1ccccc1)=N\NC(N)=S (stereo unspecified),-0.3,-3.9,-0.6,2.1,-10.4,-1.6,5.9,-2.2,5.2
.,COCCCn1cnc2oc3nc4ccccc4nc3c2c1=O,-1.8,1.1,53.3,-4.5,-9.7,-4.1,3.4,-4.0,12.5
-0.7,CCOC(=O)c1cc(-c2cccnc2)nn1-c1ccccc1,0.0,12.1,0.6,-1.5,-6.5,-0.4,-10.6,-2.3,26.7
0.7,Cc1ccc(C)c(Cn2c(CN(C)Cc3ccccc3)nc3c2c(=O)n(C)c(=O)n3C)c1,-1.7,-4.7,10.0,-0.7,14.7,4.7,-1.8,5.7,3.0
-1.3,Cc1oc2cc3oc(=O)c(CCC(=O)NCCCn4ccnc4)c(C)c3cc2c1C,-1.1,-3.5,-14.3,-1.8,9.0,-1.8,-14.7,-3.5,-7.8
.,Cn1ncc2c(NNC(=O)Cc3ccccc3)ncnc21,0.5,1.0,12.9,0.8,-9.2,0.1,7.6,1.6,0.6
21.1,COc1ccc(S(=O)(=O)N(CC(=O)NCc2ccccn2)c2ccc(Cl)cc2)cc1,-0.1,-5.3,-5.9,-1.7,1.5,2.6,-6.4,-0.1,-5.2
-3.0,COc1ccc(/C=C/C(=O)NCC(=O)N=Nc2c(O)[nH]c3ccc([N+](=O)[O-])cc23)cc1,-2.6,-2.5,-4.1,-4.1,-4.3,2.9,-6.8,-0.6,3.0
?,COc1ccc2occ(C(=O)c3ccc(N)cc3)c2c1,-0.4,2.2,45.4,0.8,-2.3,2.9,-4.3,0.5,0.0
.,O=C(Nc1nc(SCc2ccc(F)cc2)ns1)c1ccco1,-2.1,27.6,29.3,0.6,-2.5,0.3,-8.8,3.1,-0.5
-8.9,COc1ccccc1CNC(=O)CCC(=O)n1ncc2cc(C)ccc21,-0.6,.,0.5,0.6,-0.9,-3.2,-16.5,-5.4,15.1

This part in full, from the start:
Wnt bcat act,Structure,CAL PDZ FP-1,CAL PDZ FP-2,MITF act,CDK5 p35 inh,Tat transport,RTF Ca sens act,dFosB act,V-ATPase pH,Rtt109 Vps75
1.9,COCCN1C=C2C(=O)C(C)(OC(=O)C3CCCC3)C(=O)C(c3ccccc3)=C2C=C1CCCC(=O)OC (stereo unspecified),0.3,-3.5,0.1,2.8,5.2,0.0,-6.3,5.4,18.4
1.8,C/C(CC(=O)NC(C)c1ccccc1)=N\NC(N)=S (stereo unspecified),-0.3,-3.9,-0.6,2.1,-10.4,-1.6,5.9,-2.2,5.2
.,COCCCn1cnc2oc3nc4ccccc4nc3c2c1=O,-1.8,1.1,53.3,-4.5,-9.7,-4.1,3.4,-4.0,12.5
-0.7,CCOC(=O)c1cc(-c2cccnc2)nn1-c1ccccc1,0.0,12.1,0.6,-1.5,-6.5,-0.4,-10.6,-2.3,26.7
0.7,Cc1ccc(C)c(Cn2c(CN(C)Cc3ccccc3)nc3c2c(=O)n(C)c(=O)n3C)c1,-1.7,-4.7,10.0,-0.7,14.7,4.7,-1.8,5.7,3.0
-1.3,Cc1oc2cc3oc(=O)c(CCC(=O)NCCCn4ccnc4)c(C)c3cc2c1C,-1.1,-3.5,-14.3,-1.8,9.0,-1.8,-14.7,-3.5,-7.8
.,Cn1ncc2c(NNC(=O)Cc3ccccc3)ncnc21,0.5,1.0,12.9,0.8,-9.2,0.1,7.6,1.6,0.6
21.1,COc1ccc(S(=O)(=O)N(CC(=O)NCc2ccccn2)c2ccc(Cl)cc2)cc1,-0.1,-5.3,-5.9,-1.7,1.5,2.6,-6.4,-0.1,-5.2

Continuation:
Wnt bcat act,Structure,CAL PDZ FP-1,CAL PDZ FP-2,MITF act,CDK5 p35 inh,Tat transport,RTF Ca sens act,dFosB act,V-ATPase pH,Rtt109 Vps75
-3.0,COc1ccc(/C=C/C(=O)NCC(=O)N=Nc2c(O)[nH]c3ccc([N+](=O)[O-])cc23)cc1,-2.6,-2.5,-4.1,-4.1,-4.3,2.9,-6.8,-0.6,3.0
?,COc1ccc2occ(C(=O)c3ccc(N)cc3)c2c1,-0.4,2.2,45.4,0.8,-2.3,2.9,-4.3,0.5,0.0
.,O=C(Nc1nc(SCc2ccc(F)cc2)ns1)c1ccco1,-2.1,27.6,29.3,0.6,-2.5,0.3,-8.8,3.1,-0.5
-8.9,COc1ccccc1CNC(=O)CCC(=O)n1ncc2cc(C)ccc21,-0.6,.,0.5,0.6,-0.9,-3.2,-16.5,-5.4,15.1
.,CCCn1c(SCC(=O)c2c[nH]c3ccccc23)nnc1-c1ccncc1,-0.9,-5.5,-8.6,-1.4,4.0,9.0,-9.0,6.3,-1.0
?,Cc1cc(NC(=O)c2ccc([N+](=O)[O-])cc2Cl)no1,-0.8,4.8,22.7,1.5,-1.1,-2.4,-0.5,-4.8,-2.2
-0.4,CCOc1ccc(C2c3c(oc4cc(C)c(C)cc4c3=O)C(=O)N2CCCN(C)C)cc1OC (stereo unspecified),-0.9,-2.1,0.8,-1.4,-2.8,2.0,28.7*,5.4,12.1
-0.9,O=C(N=C1N=C2C=CC=CN2Cc2ccccc21)c1ccc(S(=O)(=O)N2CCOCC2)cc1,-0.3,.,84.0*,-4.1,2.7,1.4,-12.2,-2.2,2.5

(cont.)
Wnt bcat act,Structure,CAL PDZ FP-1,CAL PDZ FP-2,MITF act,CDK5 p35 inh,Tat transport,RTF Ca sens act,dFosB act,V-ATPase pH,Rtt109 Vps75
-3.0,Cc1nnc(NC(=O)C2CC(=O)N(c3ccc4c(c3)OCCO4)C2)s1 (stereo unspecified),0.0,.,0.7,0.9,-1.1,1.2,7.5,0.9,-4.3
-1.3,c1csc(CCCN2CCCCC2)c1,-0.4,.,-1.5,-1.1,-2.4,5.4,7.9,-1.1,5.6
2.5,COC(=O)[C@H](C)NC(=O)c1cc2c(cn1)[nH]c1ccccc12,-0.6,-4.1,1.5,0.0,-7.6,32.0*,1.8,5.4,0.5
-3.7&-11.4,CCc1ccc(OCC(O)CN2CCN(c3ccccc3)CC2)cc1 (stereo unspecified),-0.2&0.3,1.7&-0.4,-6.4&-1.6,0.0&5.4,-1.0&3.5,4.7&1.5,-7.6&-2.1,-0.7&-1.4,-0.1&2.9
0.1,CCCn1c(O)c(N=NC(=O)CNC(=O)c2ccncc2)c2ccccc21,-0.2,1.2,-8.6,1.2,3.8,-7.8,-1.5,-1.9,14.3
.,Cc1c(C(=O)N2CCCCCC2)oc2ccccc12,.,3.2,-8.8,0.6,3.5,-3.4,-0.4,-0.8,2.5
-0.6,O=C(CCNC(=O)c1ccco1)NCCc1c[nH]c2ccccc12,-0.4,-6.4,-23.9,-0.6,7.7,-2.0,-1.8,0.1,-9.3
-1.7,CN1CCN(CCCNC(=O)CCC(=O)N2CCOc3ccccc32)CC1,0.3,.,-12.1,0.2,-1.8,0.5,-3.5,-6.0,-10.4
-2.0,COCCn1c(SCC(=O)Nc2cccnc2Cl)nc2ccccc2c1=O,-1.2,-3.2,-9.6,-0.7,5.9,-1.2,-2.5,1.1,2.7
.,CCN(CC)S(=O)(=O)c1cccc(C(=O)N[C@H](C(=O)NCc2ccccc2F)C(C)C)c1,-1.5,-0.9,.,-1.9,-7.3,3.4,-9.9,6.2,.

High-throughput results as filed in PubChem BioAssay.
